Screening data from PubChem BioAssay.
ROC1-CUL1 inh = inhibitors of human ROC1-CUL1 ubiquitin ligase activity. AID 1347404, 2020. in vitro K48 di-Ub FRET, acceptor:donor ratio, 45 min. 0.6% of 140,000 active. inhibition, % at 10 µM; in the data active = inhibition above about 25%
Target sequence (P62877 whole entry, looked up): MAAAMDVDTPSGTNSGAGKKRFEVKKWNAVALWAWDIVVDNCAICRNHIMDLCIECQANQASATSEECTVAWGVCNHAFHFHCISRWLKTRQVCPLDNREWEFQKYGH
Target sequence (Q13616 whole entry, looked up): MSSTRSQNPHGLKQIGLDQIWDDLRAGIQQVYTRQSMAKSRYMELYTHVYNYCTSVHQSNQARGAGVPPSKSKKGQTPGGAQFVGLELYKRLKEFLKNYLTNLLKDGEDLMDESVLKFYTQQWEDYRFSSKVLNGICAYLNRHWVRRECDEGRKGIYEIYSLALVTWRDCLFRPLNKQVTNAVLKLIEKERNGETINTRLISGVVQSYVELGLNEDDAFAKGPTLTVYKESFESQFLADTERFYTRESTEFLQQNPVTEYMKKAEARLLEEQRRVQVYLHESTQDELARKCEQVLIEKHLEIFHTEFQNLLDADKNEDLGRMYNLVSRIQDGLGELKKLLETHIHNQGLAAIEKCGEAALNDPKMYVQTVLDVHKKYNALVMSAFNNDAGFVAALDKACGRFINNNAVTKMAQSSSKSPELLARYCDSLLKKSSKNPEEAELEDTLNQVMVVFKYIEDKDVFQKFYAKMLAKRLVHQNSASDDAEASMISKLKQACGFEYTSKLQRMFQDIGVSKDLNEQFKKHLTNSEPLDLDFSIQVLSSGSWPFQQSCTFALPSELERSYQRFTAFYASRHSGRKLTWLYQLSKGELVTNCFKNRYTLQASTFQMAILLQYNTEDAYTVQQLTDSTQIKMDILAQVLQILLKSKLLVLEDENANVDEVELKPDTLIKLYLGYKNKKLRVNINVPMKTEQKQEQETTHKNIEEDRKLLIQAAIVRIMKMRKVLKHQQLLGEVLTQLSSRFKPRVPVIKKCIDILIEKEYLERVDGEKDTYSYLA
* = called active by the depositor. Not all compounds are listed; rates above refer to the full screens.

Start of the data: the first 3 records (preview)
ROC1-CUL1 inh | SMILES
-1 | COc1ccc(N2C(=O)C(=NCc3ccccc3)C(Cl)C2=O)cc1 (stereo unspecified)
-2 | Cn1cnc([N+](=O)[O-])c1C(=O)N1CCOCC1
6 | CC(C(=O)Nc1ccccc1)c1ccc(-c2ccccc2)c(F)c1 (stereo unspecified)

All compounds of this part (from the top)
ROC1-CUL1 inh | SMILES
-1 | COc1ccc(N2C(=O)C(=NCc3ccccc3)C(Cl)C2=O)cc1 (stereo unspecified)
-2 | Cn1cnc([N+](=O)[O-])c1C(=O)N1CCOCC1
6 | CC(C(=O)Nc1ccccc1)c1ccc(-c2ccccc2)c(F)c1 (stereo unspecified)
-7 | Nc1nnc(SCC(=O)Nc2ccc(S(=O)(=O)Nc3ncccn3)cc2)s1
-2 | CCC1(C)Cc2c(sc3nc(SCC(=O)Nc4ccccc4OC)n(-c4ccccc4)c(=O)c23)CO1 (stereo unspecified)
-9 | CSc1nnc2c(n1)OC(c1cccc(O)c1Cl)Nc1ccccc1-2 (stereo unspecified)
-4 | Cc1cccc(N2CCN(C(=O)COc3ccc(F)cc3)CC2)c1C
-1 | Cc1ccc(C2(c3ccc(C)cc3)CC2C(=O)Nc2ccccc2F)cc1 (stereo unspecified)
0 | Cc1cc(C)c(C(=O)N2CCN(c3ccccc3C)CC2)c(C)c1
6 | O=C(Cn1nc2c(cc1=O)CCCC2)NCc1ccccc1Cl
13 | CSc1ccc(CNc2ccc([N+](=O)[O-])cc2C)cc1
-2 | O=C(Nc1c(Cl)cc(Cl)cc1Cl)C(F)(F)F
1 | COCCC(=O)N1CCC(C2CCN(Cc3cccc(F)c3F)CC2)C1 (stereo unspecified)
-2 | CC1CC(C)CN(C(=O)CSc2nc3ccccc3o2)C1 (stereo unspecified)
16 | CCc1nc(CN2CCC(N3CCC(C(=O)NC(C)C)CC3)CC2)c(C)[nH]1
0 | O=C1N=C2CC(c3ccccc3)CC(=O)C2C=C1c1nc(-c2ccc(F)cc2)cs1 (stereo unspecified)
6 | Cc1ccc(CCNC(=O)c2ccc(CSc3nc4ccncc4n3Cc3ccc(F)cc3)cc2)cc1
4 | COc1ccc(-c2oc3ncn(Cc4ccco4)c(=N)c3c2-c2ccc(OC)cc2)cc1
-5 | CN(C)c1ccc(/C=C2\CCC(=C3SCCCS3)C2=O)cc1
8 | COc1ccc(N2C(=O)CCc3c(-c4ccccc4)cc(N(C)C)cc32)cc1
-2 | Nc1nc(SCC(=O)Nc2ccc(F)cc2)n[nH]1
-4 | CC1CCN(S(=O)(=O)c2ccc3c(ccc(=O)n3CC(=O)NCc3ccc(Cl)cc3)c2)CC1
9 | CN(Cc1n[nH]c2c1CCCCC2)CC1(c2cccc(F)c2)CCOC1 (stereo unspecified)
5 | NC(=O)c1ccc(C2CCCN2C(=O)CCn2nnc3ccccc32)s1 (stereo unspecified)
-5 | Cc1ccc(S(=O)(=O)N/N=C2/CCC(C)(C)C(=O)C2)cc1
5 | Cc1ccccc1S(=O)(=O)Nc1nc2nc3ccccc3n2cc1C#N
-14 | CCOC(=O)c1ccc(N=C2S/C(=N\N=C\c3ccccc3O)N(c3ccccc3)C2=Nc2ccc(C(=O)OCC)cc2)cc1
-11 | CCC(C)NC(=O)c1ccc(N2CCCCC2)cc1 (stereo unspecified)
-3 | Cc1cccc(-n2c(C)cn3c4c(=O)n(CCCO)c(=O)n(C)c4nc23)c1
-3 | O=C(NCc1ccccc1Cl)c1ccc2c(c1)ncn2-c1cccc(F)c1
4 | O=C(c1ccc(Cl)cc1)N1CCN(c2ccccc2)CC1
-6 | S=C1N=C(c2ccc(Br)cc2)CC(c2ccccc2)N1 (stereo unspecified)
-2 | CCOc1nc2ccccc2c2c1sc1ccccc12
-1 | CCCCNC(=O)C1CCC(CNS(=O)(=O)c2ccc(NC(C)=O)cc2)CC1 (stereo unspecified)
4 | CN1CCN(CC(=O)NC2Cc3ccccc3Sc3ccc(Cl)cc32)CC1 (stereo unspecified)
1 | COc1ccc2oc(C(=O)c3coc4ccc(O)c(CN(C)C)c34)cc2c1
9 | NNC(=O)C(Cc1cnc[nH]1)NC(=O)OCc1ccccc1 (stereo unspecified)
-4 | COc1ccccc1NC(=O)c1ccc(-c2ccc(C(=O)Nc3ccccc3OC)cc2)cc1
1 | O=C(N(CCN(C(=O)C(F)(F)F)c1ccccc1)c1ccccc1)C(F)(F)F
-7 | Cc1ccc(NCc2nc(SCC(=O)N3c4ccccc4Sc4ccccc43)n[nH]2)cc1

Arranged by the number under ROC1-CUL1 inh (ascending): 3 of the compounds above.
SMILES | ROC1-CUL1 inh
CCOC(=O)c1ccc(N=C2S/C(=N\N=C\c3ccccc3O)N(c3ccccc3)C2=Nc2ccc(C(=O)OCC)cc2)cc1 | -14
CSc1ccc(CNc2ccc([N+](=O)[O-])cc2C)cc1 | 13
CCc1nc(CN2CCC(N3CCC(C(=O)NC(C)C)CC3)CC2)c(C)[nH]1 | 16

The list continues.
ROC1-CUL1 inh | SMILES
7 | CC(=O)N1CCN(c2csc3ccc(Br)cc3c2=O)CC1
-7 | COc1ccc(NC(=O)Cn2c(=O)n(-c3ccccc3)c(=O)c3c4c(sc32)CCCC4)c(OC)c1
-12 | CCOC(=O)c1c(NC(=O)c2ccc([N+](=O)[O-])cc2)sc(C)c1-c1ccc(C)cc1
-9 | CCN(C(=O)Cn1c(=O)n(Cc2ccccc2)c(=O)c2c1c1cc(OC)ccc1n2C)c1ccccc1
7 | N#CC(C(=O)C(F)(F)F)c1nc2ccccc2s1 (stereo unspecified)
-7 | COC(=O)c1cc(-c2ccccc2)sc1NC(=O)CSc1ncnc2sc3c(c12)CCCC3
2 | CN(C)S(=O)(=O)N1CCC(C(=O)Nc2ccc(Cl)cc2)CC1
-3 | O=c1c2c(-c3ccccc3)ccnc2[nH]n1-c1ccccc1
5 | CC(C)(C)C(=O)Nc1ccc2nn(-c3ccc(F)cc3)nc2c1
-3 | COc1ccc(CNC(=O)c2cccn2-c2nnc(N3CCCCC3)s2)c(OC)c1
10 | CC(=O)c1c(C)nc2sccc2c1N
-3 | COc1ccc(C2Nc3ccccc3-c3cc(C)nn32)cc1OC (stereo unspecified)
-9 | COCCN1C(=O)CC(CC(=O)N2CCN(C(=O)c3ccco3)CC2)(c2ccccc2Cl)C1=O (stereo unspecified)
1 | Cc1ccc(CSc2nnc3c(n2)OC(c2ccco2)Nc2ccccc2-3)cc1 (stereo unspecified)
-3 | COC(=O)CN1C(=O)CSc2ccc(S(=O)(=O)Nc3cc(C)ccc3C)cc21
3 | Cc1ccc(-c2csc(N3C(=O)CNC3=S)n2)cc1
2 | COC(=O)c1ccccc1N1C(=O)C2CN=NC2C1=O (stereo unspecified)
-6 | O=c1c2ccccc2c(-c2ccc(Br)cc2)nn1-c1ccccc1
-13 | COCCC(=O)N1CCc2[nH]nc(C(c3ccccc3)c3ccccc3)c2C1
2 | COC(=O)Cc1ccc(NC(=S)NCCc2ccc(S(N)(=O)=O)cc2)cc1
-4 | COC(=O)c1cc(-c2ccc(/C=C3/SC(=O)NC3=O)o2)ccc1Cl
0 | CCOC(=O)c1c(NC(=O)CSc2nc3sc4c(c3c(=O)n2-c2ccccc2)CCC4)sc2c1CCCCC2
-5 | Cc1cc(Cl)c2oc(C(=O)N(Cc3ccccn3)C[C@@H]3CCC(=O)N3)c(C)c2c1
2 | CCOC(=O)C1CCCN(C(=O)Cn2ncn3c(cc4sc(CC)cc43)c2=O)C1 (stereo unspecified)
-1 | O=C(N=C(Cc1ccc(Br)cc1)C(=O)N1CCCC1)c1ccccc1F
0 | O=C1CC(Sc2ncccn2)C(=O)N1c1ccc(-c2ccccc2)cc1 (stereo unspecified)
4 | Cc1nc(-c2ccccc2)sc1-c1ccc(SCC(=O)NCc2ccc(F)cc2)nn1
4 | CCOC(=O)c1nn(-c2ccccc2)c(C)c1C(C)=O
0 | CC(C)(C)c1ccc(-c2nnc(SCc3ccc(Cl)cc3)o2)cc1
-9 | CC(C)(C)c1ccc(NC(=O)C2CCCN(c3cnccn3)C2)cc1 (stereo unspecified)
2 | CCCCSc1nnc2c(n1)OC(c1ccco1)N(C(=O)CC)c1ccccc1-2 (stereo unspecified)
-6 | CC(C)CCOc1ccc(Cn2c(=O)sc3ccccc32)cc1
4 | CC(C)(C)c1cc(OC(=O)c2ccccc2F)ccc1O
3 | CC1CN(c2ncnc3c2oc2ccccc23)CC(C)O1 (stereo unspecified)
1 | COc1ccc(C2CN=NC23CSc2ccccc2C3=O)cc1 (stereo unspecified)
-3 | O=C1CCCN1CCP(=O)(O)CN1CCCC1=O
1 | Cc1ccc2nc3c(c(Nc4ccc(N5CCOCC5)cc4)c2c1)CCC3
8 | CCOCCCn1c(=N)c(C(=O)OC)cc2c(=O)n3cccc(C)c3nc21
3 | O=C(C[n+]1ccccc1CNC(=O)c1ccco1)c1ccccc1
2 | Cc1ccccc1C(=O)Nc1ccc(Oc2cccc3ccccc23)cc1
14 | Cc1nnc2c(N3CCCC(C)C3)nc3ccccc3n12 (stereo unspecified)
1 | CN(C)c1ccc(-c2cnc(-c3ccccc3-c3ccccc3)o2)cc1
-6 | COc1ccc(OC)c(NC(=O)CN2CCCC2)c1
11 | CCCCC1(C)OC(=O)C(=Cc2ccc(N(CC)CC)cc2)C(=O)O1 (stereo unspecified)
-7 | CC(C)Oc1ccc2ccccc2c1/C=C1\SC(=O)N(CC(=O)N2CCCCC2)C1=O
2 | COc1ccc(CNC(=O)c2cc3c(-c4ccccc4F)nn(C)c3s2)c(OC)c1
-3 | CC(=O)Nc1ccc(NC(=O)CCCOc2ccc(Cl)cc2Cl)cc1
5 | Cc1cccc2c1N(C(=O)c1ccc([N+](=O)[O-])cc1)C(C)(C)c1ssc(=S)c1-2
-9 | CCCCOc1cccc(N=CC(C#N)c2nc(-c3cccc(Br)c3)cs2)c1 (stereo unspecified)
-9 | CCOc1ccc(N(CC(=O)Nc2ccccc2-c2ccccc2)S(C)(=O)=O)cc1
-3 | CC(C)CCNC(=O)C1CCCN(C2CCN(Cc3ccccc3)CC2)C1 (stereo unspecified)
-10 | O=C(CN1CCCCC1)Nc1nnc(-c2ccco2)s1
-1 | COC(=O)[C@@H]1C[C@H](C(=O)NC2CCCC2)[C@H](c2cccc(Cl)c2)N1C
-5 | CC1=Nc2nc(SCc3ccccc3)nn2C(c2cccc(F)c2)C1C(=O)Nc1cccnc1 (stereo unspecified)
10 | CCOc1cccc(C2CC(=O)NC3=C2C(=O)C(C(=O)OC)C(C)C3)c1 (stereo unspecified)
1 | Cc1sc(C)c(-c2cccs2)c1-c1cccs1
-1 | Cc1c(C(=O)N2CCCCC2)sc2ncnc(NCCc3ccccc3)c12
-3 | CN(c1ccccc1)S(=O)(=O)c1ccc(NC(=O)c2cc(=O)c3ccccc3o2)cc1
7 | Cc1ccc(O)c(C2N(Cc3ccccc3)CCN2Cc2ccccc2)c1
-2 | N#Cc1c(C(F)(F)F)cc(-c2cccs2)nc1SCC(=O)Nc1nccs1

More compounds follow:
ROC1-CUL1 inh | SMILES
-3 | CCOC(=O)c1c(-c2ccccc2)csc1NC(=O)c1cnccn1
5 | CCc1ccc(NC(=O)CSc2nnc(Cc3ccccc3)n2CC)cc1
-1 | COc1ccc2c(c1)c1c(c(=O)n(-c3ccccc3)c(=O)n1CC(=O)NCCC1=CCCCC1)n2C
2 | O=C(CSc1cn(CC(=O)N2CCCC2)c2ccccc12)Nc1cc(C(F)(F)F)ccc1Cl
-3 | N#CC1(c2ccccc2)CCN(S(=O)(=O)c2cccc3cccnc23)CC1
-1 | Cc1ccc(CCNC(=O)c2ccc(NC(=O)N3CCSc4ccccc43)cc2)cc1
-1 | N=c1scc(-c2ccc(Br)cc2)n1-c1ccccc1
1 | O=C(Cn1cnc2ccccc21)N1CCCC(CO)(Cc2ccccc2F)C1 (stereo unspecified)
-4 | COc1ccc(CNC(=O)c2cccc(C)c2)cc1
4 | CCCc1cc(C(=O)Nc2ccc(C(=O)c3ccc(F)cc3)cc2)n(C)n1
-6 | COc1c(C)cc(S(=O)(=O)n2nc(C)cc2C)c(C)c1C
6 | Cc1nc(C)c(CNC2CC(C)(C)Cc3nc(N4CCOCC4)ncc32)nc1C (stereo unspecified)
-1 | CSc1cccc(NC(=O)COC(=O)c2ccccc2Cl)c1
-7 | CCOCC(=O)NCc1ccccn1
2 | Cc1ccc(S(=O)(=O)N(c2ccc(Cl)cc2Cl)S(=O)(=O)c2ccc(C)cc2)cc1
-6 | c1cncc(-c2nnn(CN3CCCCC3)n2)c1
5 | CC1CCC(NC(=O)c2ccc(CSc3nc4ccncc4n3Cc3ccc(F)cc3)cc2)CC1 (stereo unspecified)
-4 | NC(=O)C1(C(=O)N2CCC(C3CCN(Cc4ccc(Cl)cc4)C3)CC2)CC1 (stereo unspecified)
-5 | CCCC(=O)NCC1Cc2cccc(-c3ncccc3C)c2O1 (stereo unspecified)
1 | NCc1sccc1-c1ccccc1
11 | Cc1cc(C)nc(N(C)NC(=S)NC(=O)c2ccccc2)n1
-8 | O=C1CC(c2c(Cl)cccc2Cl)c2c(ccc3ccccc23)N1 (stereo unspecified)

Single values from the list:
`Cc1cccc2c1N(C(=O)c1ccc([N+](=O)[O-])cc1)C(C)(C)c1ssc(=S)c1-2` in ROC1-CUL1 inh is listed with 5
`CC1CCN(S(=O)(=O)c2ccc3c(ccc(=O)n3CC(=O)NCc3ccc(Cl)cc3)c2)CC1` in ROC1-CUL1 inh is listed with -4
`COc1c(C)cc(S(=O)(=O)n2nc(C)cc2C)c(C)c1C` in ROC1-CUL1 inh is listed with -6
`CC(=O)Nc1ccc(NC(=O)CCCOc2ccc(Cl)cc2Cl)cc1` in ROC1-CUL1 inh is listed with -3
`O=c1c2c(-c3ccccc3)ccnc2[nH]n1-c1ccccc1` in ROC1-CUL1 inh is listed with -3

By substructure, the compounds so far with bromine.
ROC1-CUL1 inh | SMILES
-6 | S=C1N=C(c2ccc(Br)cc2)CC(c2ccccc2)N1 (stereo unspecified)
7 | CC(=O)N1CCN(c2csc3ccc(Br)cc3c2=O)CC1
-6 | O=c1c2ccccc2c(-c2ccc(Br)cc2)nn1-c1ccccc1
-1 | O=C(N=C(Cc1ccc(Br)cc1)C(=O)N1CCCC1)c1ccccc1F
-9 | CCCCOc1cccc(N=CC(C#N)c2nc(-c3cccc(Br)c3)cs2)c1 (stereo unspecified)
-1 | N=c1scc(-c2ccc(Br)cc2)n1-c1ccccc1
